XiGFP reactiv – X-chromosome reactivation activator. XiGFP mouse fibroblasts, % GFP-positive cells imaging, 3 d; cells co-treated with 5-aza-dC sensitizer; scaled so ellipticine positive control = 100%. activation, % at 7.58 µM. actives 0.055% (n = 360,000);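 active = mean normalized replicate activation at least 10% and every replicate at or above 10%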;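 also: 0% = median of on-plate neutral control wells and 100% = ellipticine 6 µM median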
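material = 68-5-11 XiGFP fibroblast line | medium = DMEM plus 5-aza-dC sensitizer | schedule = 3 days compound exposure | benchmarks = positive control ellipticine, 6 µM final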
S100A4 MyoIIA – blocks human S100A4 binding to myosin IIA peptide; P26447; S100A4/TAMRA-MyoIIA peptide fluorescence polarization; inhibition, % at 10.7 µM; actives 0.14% (n = 360,000); AID 652163;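 active = mean inhibition of at least 70% across replicates, with every replicate also reaching that level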
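System – human S100A4 monomer protein, biochemical binding assay · Buffer or medium – Calcium-containing HEPES buffer, pH 7.2 · Timing – 5 min between mix addition and reading · Also added – TAMRA-labelled myosin IIA heavy-chain peptide probe, 5 nM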
RAD54 branch – blocks human RAD54 Holliday junction branch migration; Q92698; FAM/BHQ fluorescence; inhibition, % at 10.4 µM; actives 0.14% (n = 360,000);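 active = mean normalized replicate activity at least 40 and at least half of replicates scoring 40 or more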;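 also: 0% = median of neutral control wells and 100% = median of positive control wells; inhibitors cause a drop in the FAM fluorescence signal; in these data hits start at about 50%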
EWS-Fli inh – inhibitors of EWS/Fli oncoprotein transcriptional activity; A673 NR0B1-luciferase reporter, viability-normalised; inhibition, % at 12.6 µM; actives 0.67% (n = 350,000);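 active = mean inhibition of at least 50% after viability correction, with every replicate also passing that limit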;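 also: firefly luciferase signal divided by Alamar Blue viability fluorescence both relative to DMSO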
E-selectin induc – induces E-selectin expression in human endothelial cells; AID 686992; HUVEC E-selectin immunofluorescence imaging; normalized: neutral wells 0, TNF-alpha wells 100; P16581; actives 0.37% (n = 260,000); activation, % at 7.58 µM;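 active = mean E-selectin-positive cell signal at least 10% of the positive control, reached in at least 60% of replicates, without over 20% cell loss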;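 also: in these data hits start at about 27%; measured in HUVEC primary endothelial cells; signal is the percent of cells scored E-selectin positive by PE staining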
Target sequence (P16581 whole entry, looked up): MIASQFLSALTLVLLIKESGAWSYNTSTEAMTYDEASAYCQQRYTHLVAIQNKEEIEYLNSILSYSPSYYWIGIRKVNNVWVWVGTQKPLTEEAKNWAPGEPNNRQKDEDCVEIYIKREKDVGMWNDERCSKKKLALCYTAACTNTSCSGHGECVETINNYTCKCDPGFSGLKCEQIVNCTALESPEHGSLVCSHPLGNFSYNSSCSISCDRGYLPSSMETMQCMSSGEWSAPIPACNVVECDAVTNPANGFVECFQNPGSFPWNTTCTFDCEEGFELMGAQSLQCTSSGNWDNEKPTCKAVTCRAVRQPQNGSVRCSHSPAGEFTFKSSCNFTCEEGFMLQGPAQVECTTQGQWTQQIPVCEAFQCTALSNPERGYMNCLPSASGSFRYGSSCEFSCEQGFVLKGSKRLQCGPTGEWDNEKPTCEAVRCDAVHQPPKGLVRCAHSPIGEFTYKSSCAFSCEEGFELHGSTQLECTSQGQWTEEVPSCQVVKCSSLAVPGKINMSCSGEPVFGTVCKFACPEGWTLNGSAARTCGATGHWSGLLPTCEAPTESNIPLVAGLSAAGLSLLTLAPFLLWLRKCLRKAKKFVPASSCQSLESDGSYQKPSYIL
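Read-out basis: % PE-positive cells; Test system: HUVEC primary endothelial cells; Technique: immunofluorescence imaging; Dosing: single-point compound dose.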
FN deposition inh – fibronectin deposition inhibition; AH1F fibroblasts, Alexa488-fibronectin deposition fluorescence, overnight; inhibition, % at 12.6 µM; actives 0.086% (n = 350,000);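 active = mean inhibition across replicates of 30% or more, regardless of how many single replicates reach that level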;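 also: positive control wells lacked labelled fibronectin entirely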
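Material: AH1F fibroblast monolayer depositing Alexa488-labelled fibronectin into matrix / Amount: 10000 AH1F cells per well / Signal: fluorescence 485/525 nm / Medium: DMEM, 2% serum / Compound: single dose, pinned / Incubation: 1 h cell adhesion before compound, then overnight fibronectin incubation / Reagent: Alexa488-FN, 24 nM final / Read-out: inhibition of fibronectin deposition signal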
RAD52 anneal inh – blocks human RAD52 DNA annealing. actives 0.46% (n = 360,000). recombinant RAD52 DNA annealing, FRET fluorescence. P43351. inhibition, % at 18.7 µM;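 active = every replicate showing at least 50% inhibition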
Target sequence (P43351 whole entry, looked up): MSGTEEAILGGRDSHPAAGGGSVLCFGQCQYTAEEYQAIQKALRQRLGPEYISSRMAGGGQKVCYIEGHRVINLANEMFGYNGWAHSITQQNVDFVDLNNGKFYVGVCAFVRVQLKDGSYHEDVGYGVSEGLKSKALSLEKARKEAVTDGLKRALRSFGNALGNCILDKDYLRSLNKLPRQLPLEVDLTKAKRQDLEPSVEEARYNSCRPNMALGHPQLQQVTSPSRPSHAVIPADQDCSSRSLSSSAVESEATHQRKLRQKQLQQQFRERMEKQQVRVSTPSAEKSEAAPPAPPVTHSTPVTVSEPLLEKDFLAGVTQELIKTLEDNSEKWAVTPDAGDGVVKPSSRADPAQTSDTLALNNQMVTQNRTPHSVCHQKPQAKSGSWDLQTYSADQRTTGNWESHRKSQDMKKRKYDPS
esBAF inh – blocks esBAF chromatin remodeling in mouse ES cells | Bmi1-luciferase knock-in reporter, 24 h; 100% = twice the neutral-well signal | reporter increase, % at 12.5 µM | actives 2% (n = 350,000) | AID 602393; in the data active = activation above about 40%;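 also: 0% = median of the plate's neutral control wells and 100% = double that signal; a rise in the Bmi1 reporter signal indicates esBAF inhibition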
An asterisk follows results filed as active; x = not tested or not shown.

SMILES	XiGFP reactiv	S100A4 MyoIIA	RAD54 branch	EWS-Fli inh	E-selectin induc	FN deposition inh	RAD52 anneal inh	esBAF inh
Cc1ccc(S(=O)(=O)N2[C@@H](c3ccc(F)cc3)C(C(=O)O)=CC[C@H]2c2cccs2)cc1	-0.1	-6	-15	-7	0.0	9	-2	4
O=S(=O)(c1ccc(Cl)s1)N1CCN(c2ncccn2)CC1	x	-3	8	13	x	x	-15	-3
COc1ccc(CCNc2ccc(S(N)(=O)=O)cn2)cc1	0.2	1	-7	-3	x	0	-17	0
C[C@H](CO)N1C[C@H](C)[C@@H](CN(C)CC2CCOCC2)Oc2cc(-c3cccnc3)ccc2S1(=O)=O	0.0	4	5	7	-0.2	x	18	-11
C[C@@H]1CN([C@H](C)CO)C(=O)c2cc(NC(=O)Nc3ccc(C(F)(F)F)cc3)ccc2O[C@@H](C)CCCCO[C@H]1CN(C)C	1.2	x	x	3	0.0	x	x	-6
C[C@@H]1CCCCO[C@@H](CN(C)S(=O)(=O)c2ccccc2)[C@H](C)CN([C@@H](C)CO)C(=O)c2cc(NC(=O)Nc3ccc(F)cc3)ccc2O1	0.1	-3	7	8	-0.1	x	25	11
Cc1cccc(NS(=O)(=O)c2ccc(Cl)cc2)n1	0.0	-4	-9	2	x	0	12	-3
O=C(NC1CC1)c1ccc2nc([C@H]3C[C@H](O)[C@@H](CO)O3)[nH]c2c1	0.1	3	-7	7	-0.1	-2	-1	-11
CCCN1C[C@@H](C)[C@@H](OC)CN(C)C(=O)c2cc(NC(=O)c3cccc(OC)c3)ccc2OC[C@@H]1C	-0.1	x	x	19	0.8	4	x	-1
c1cc(C2CCN(Cc3nc(-c4ccc5c(c4)OCO5)no3)CC2)ccn1	-0.4	1	x	16	1.3	6	-7	4
O=C(Nc1cccc(Cl)c1)c1cc(S(=O)(=O)NCCc2ccc(Cl)cc2)ccc1F	0.2	3	x	-19	x	10	-15	x
O=C(COC(=O)c1cc(S(=O)(=O)N2CCCCC2)ccc1Cl)NCc1ccco1	0.0	-7	x	-6	x	13	-29	-3
CNC(=O)C[C@@H]1CC[C@@H]2[C@@H](COc3ccc(NC(=O)Nc4ccccc4)cc3C(=O)N2C)O1	-0.1	-1	1	-13	0.5	12	18	2
CN1CCN(CCCNc2nc3ccccc3c3nc(-c4ccccc4)nn23)CC1	0.0	8	x	-1	2.5	-2	66*	-8
COCC(=O)N(C)C[C@@H]1Oc2ncc(C3=CCCCC3)cc2C(=O)N([C@@H](C)CO)C[C@@H]1C	-0.8	8	5	-10	0.5	x	-2	0
C[C@H](CO)N1C[C@H](C)[C@@H](CN(C)C(=O)Cc2ccccn2)Oc2cc(C#Cc3ccccc3)ccc2S1(=O)=O	0.3	4	-1	13	-0.2	-2	-21	1
CC1(C)CC2CC(C)(CN2c2ncnc3ccccc23)C1 (configuration not stated)	x	1	10	13	x	x	-16	-15
O=C(C[C@@H]1C=C[C@@H](NC(=O)C2CCC2)[C@H](CO)O1)NCc1ccncc1	-0.4	4	5	4	-0.3	5	1	-4
O=[N+]([O-])c1cccc(-c2cnc3ccccc3n2)c1	-0.1	4	-6	-41	-0.1	10	-13	52*
Cc1noc(C)c1COc1ccc(C(=O)N2CCN(S(=O)(=O)c3ccccc3)CC2)cc1	0.2	0	3	5	-0.4	2	-6	13
COc1ccc(C(=O)OCC(=O)NC2CCCCCC2)c(OC)c1	0.0	-9	-14	1	0.7	-5	-7	-2
CS(=O)(=O)N(CC(=O)N1CCN(Cc2ccccc2)CC1)c1cccc(Cl)c1	0.0	1	0	9	x	-9	-12	-14
COc1cccc(S(=O)(=O)N2CC[C@@H]3[C@@H](CO)Nc4ccc(C#Cc5cccnc5)cc4[C@@H]32)c1	0.1	1	x	19	-0.1	-10	6	x
CC(C)(C)C(=O)Nc1cccc(S(=O)(=O)NC2=NCCC2)c1	0.1	9	-5	-6	x	-2	-4	-2
COC(=O)C1=C(C)NC(=O)C1(NC(=O)c1ccncc1)C(F)(F)F (configuration not stated)	0.1	0	-7	2	x	-7	-5	-5

The final 4 records of the section above lead into the next:
SMILES	XiGFP reactiv	S100A4 MyoIIA	RAD54 branch	EWS-Fli inh	E-selectin induc	FN deposition inh	RAD52 anneal inh	esBAF inh
CS(=O)(=O)N(CC(=O)N1CCN(Cc2ccccc2)CC1)c1cccc(Cl)c1	0.0	1	0	9	x	-9	-12	-14
COc1cccc(S(=O)(=O)N2CC[C@@H]3[C@@H](CO)Nc4ccc(C#Cc5cccnc5)cc4[C@@H]32)c1	0.1	1	x	19	-0.1	-10	6	x
CC(C)(C)C(=O)Nc1cccc(S(=O)(=O)NC2=NCCC2)c1	0.1	9	-5	-6	x	-2	-4	-2
COC(=O)C1=C(C)NC(=O)C1(NC(=O)c1ccncc1)C(F)(F)F (configuration not stated)	0.1	0	-7	2	x	-7	-5	-5
Cc1cc(=O)n2c(sc3ccccc32)c1C#N	0.0	4	x	-5	x	8	9	9
COc1ccccc1N1CCN(/N=C/c2cccc(Cl)c2)CC1	0.0	0	0	-123	x	5	1	100*
COc1cccc(C#Cc2ccc([C@H]3[C@H](CO)N4C(=O)CN(C(=O)c5ccccc5)C[C@@H]34)cc2)c1	0.0	4	x	7	-0.6	x	10	x
OC[C@@H]1[C@H](c2ccc(C#Cc3ccccc3)cc2)[C@H]2CN(CC3CCOCC3)CCCCN12	0.0	-10	11	-18	-0.3	x	15	x
Nc1ccc(N2CCOCC2)cc1C(F)(F)F	0.0	-6	x	1	15	-6	-22	-8
C[C@@H]1CN([C@H](C)CO)C(=O)c2cc(NC(=O)Nc3ccc(F)cc3)ccc2O[C@@H](C)CCCCO[C@@H]1CN(C)C(=O)c1ccccc1	0.0	0	-5	1	0.0	x	-12	0
Cc1nc(SCC(=O)N2CCOCC2)c2c3c(sc2n1)CCC3	0.0	-4	1	-13	-0.1	-3	-2	3
Oc1ccc(-c2csc(Nc3ccccn3)n2)cc1	0.1	3	-9	-56	x	-10	-8	20
COc1cccc(NC(=O)CCCN2C(=O)C3CC=CCC3C2=O)c1 (configuration not stated)	0.0	3	4	3	x	3	0	x
CCOc1cc(CNn2c(C)nnc2SCC(=O)NC(C)(C)C)ccc1OCC(=O)NC(C)(C)C	0.0	1	-16	9	x	8	-5	-2
CCNC(=O)C[C@@H]1CC[C@H]2[C@@H](COc3ccc(NC(=O)C4CCCCC4)cc3C(=O)N2C)O1	0.4	3	-6	-1	-0.1	1	-11	2
Cc1ccc(C2CC(c3cccc(C)c3)n3nc(N)nc3N2)cc1 (configuration not stated)	0.0	11	-8	-8	0.1	7	-10	-1
O=C(NCC[C@@H]1CC[C@H](NC(=O)C2CCC2)[C@@H](CO)O1)Nc1ccc(Cl)cc1	-0.2	22	0	0	0.1	x	5	2
N#CCCN(CCCN1CCOCC1)CN1C(=O)c2ccccc2C1=O	0.0	-1	5	-4	x	4	-5	3
CC1=CC(=O)C(C(C)C)=C/C1=N/OS(=O)(=O)c1ccccc1	-0.1	-2	4	42	x	33*	-12	x
CC(=O)N1[C@@H]2c3ccc(C4=CCCCC4)c(=O)n3C[C@H]1[C@H](CO)[C@H]2C(=O)NCc1cc(F)cc(F)c1	0.5	-23	-5	-2	-0.2	x	-2	-1
CCOc1ccc(OCCC(=O)NNC(=O)c2ccccc2Cl)cc1	-0.1	13	9	1	3.1	2	-9	x
CO[C@@H]1CN(C)C(=O)c2ccc(NC(=O)c3ccccc3)cc2OC[C@H](C)N(CC2CC2)C[C@@H]1C	0.5	8	-8	11	0.1	-1	2	1
CC1CCc2sc(C(=O)NNC(=O)c3ccncc3)cc2C1 (configuration not stated)	-0.6	-4	-11	-7	1.1	-4	-7	8
COc1ccc(C[C@@H]2CCc3cnnn3COC[C@H](CC(C)C)NC2=O)cc1	0.0	1	x	-5	-0.1	-5	0	x
CCCCNC(=O)C(OC(=O)c1ccccc1)c1ccco1 (configuration not stated)	x	-7	0	-4	x	x	-44	x
C[C@@H]1CN([C@H](C)CO)C(=O)c2cc(-c3ccccc3F)cnc2O[C@@H]1CN(C)C(=O)C1CCC1	-1.2	-3	8	-11	1.4	x	0	2
c1ccc(C[n+]2cccc(-c3ccccc3)c2)cc1	0.5	-9	x	2	-2.9	-7	4	x
COc1cccc(NC(=O)COc2cccc(-n3cnnn3)c2)c1	0.0	-3	x	-5	x	-1	-17	x
NS(=O)(=O)c1ccc(CCNC(=O)c2ccc3c(c2)OCO3)cc1	0.1	12	3	1	x	-4	8	-2

2 compounds drawn at random from those above:
SMILES	XiGFP reactiv	S100A4 MyoIIA	RAD54 branch	EWS-Fli inh	E-selectin induc	FN deposition inh	RAD52 anneal inh	esBAF inh
NS(=O)(=O)c1ccc(CCNC(=O)c2ccc3c(c2)OCO3)cc1	0.1	12	3	1	x	-4	8	-2
COc1ccccc1N1CCN(/N=C/c2cccc(Cl)c2)CC1	0.0	0	0	-123	x	5	1	100*

Additional compounds.
SMILES	XiGFP reactiv	S100A4 MyoIIA	RAD54 branch	EWS-Fli inh	E-selectin induc	FN deposition inh	RAD52 anneal inh	esBAF inh
C/C=C/c1cnc2c(c1)C(=O)N([C@@H](C)CO)C[C@H](C)[C@@H](CN(C)C(=O)NCCC)O2	0.1	4	4	-14	0.5	-4	17	2
O=C(OCCOCCN=C1NS(=O)(=O)c2ccccc21)c1ccc(F)cc1	0.0	-6	7	3	-0.1	3	-12	-6
COCC(=O)N1CC(=O)N2[C@@H](CO)[C@H](c3ccc(Br)cc3)[C@@H]2C1	0.1	-34	x	4	-0.3	x	-11	x
O=C(c1ccc(F)cc1)N1CC[C@@H]2[C@H](CO)Nc3ccc(C#Cc4ccccc4F)cc3[C@@H]21	0.2	x	0	6	0.9	-12	x	5
CC1CCCC(C)N1C(=O)COC(=O)CCC(=O)c1cccs1 (configuration not stated)	0.0	-2	1	-9	-0.1	-1	-10	-2
COc1ccc2nc(C3CCCCC3)nc(C3CCCCC3)c2c1	0.0	-1	-7	11	0.0	-15	-23	-3
COC(=O)c1ccc(S(=O)(=O)NCc2ccccc2)n1C	0.0	-3	x	7	0.2	7	-7	x
CCC1(CC)NC(=O)N(CC(=O)OCC(=O)Nc2ncc(Cl)cc2Cl)C1=O	0.3	2	4	9	x	-4	-19	5
CCc1cc(C(=O)NC2CCCc3c2cnn3-c2ccc(F)cc2F)no1 (configuration not stated)	0.0	-4	2	-10	0.2	x	-29	11

Single entries from the list.
Reading of `COc1cccc(C#Cc2ccc([C@H]3[C@H](CO)N4C(=O)CN(C(=O)c5ccccc5)C[C@@H]34)cc2)c1` under XiGFP reactiv: 0.0
Reading of `c1cc(C2CCN(Cc3nc(-c4ccc5c(c4)OCO5)no3)CC2)ccn1` under XiGFP reactiv: -0.4
Reading of `O=C(NCC[C@@H]1CC[C@H](NC(=O)C2CCC2)[C@@H](CO)O1)Nc1ccc(Cl)cc1` under esBAF inh: 2
Reading of `CC(=O)N1[C@@H]2c3ccc(C4=CCCCC4)c(=O)n3C[C@H]1[C@H](CO)[C@H]2C(=O)NCc1cc(F)cc(F)c1` under E-selectin induc: -0.2
Reading of `COc1ccc(C[C@@H]2CCc3cnnn3COC[C@H](CC(C)C)NC2=O)cc1` under FN deposition inh: -5

Screens (PubChem BioAssay)
